Tb PFK block – inhibitors of T. brucei phosphofructokinase; Potency, µM (highest dose often 57.5 µM), for the others: top-dose activity, negative = inhibition, actives largely listed as inhibitors; T. brucei PFK, ADP-Glo luminescence; O15648; 0.17% of 330,000 active;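 also: potency is read from the fitted curve at half-maximal effect; 0% = uninhibited 1x PFK enzyme wells and -100% = no-enzyme wells; nearly all actives have a fitted effect of over 60% in size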
Target sequence (O15648 whole entry, looked up): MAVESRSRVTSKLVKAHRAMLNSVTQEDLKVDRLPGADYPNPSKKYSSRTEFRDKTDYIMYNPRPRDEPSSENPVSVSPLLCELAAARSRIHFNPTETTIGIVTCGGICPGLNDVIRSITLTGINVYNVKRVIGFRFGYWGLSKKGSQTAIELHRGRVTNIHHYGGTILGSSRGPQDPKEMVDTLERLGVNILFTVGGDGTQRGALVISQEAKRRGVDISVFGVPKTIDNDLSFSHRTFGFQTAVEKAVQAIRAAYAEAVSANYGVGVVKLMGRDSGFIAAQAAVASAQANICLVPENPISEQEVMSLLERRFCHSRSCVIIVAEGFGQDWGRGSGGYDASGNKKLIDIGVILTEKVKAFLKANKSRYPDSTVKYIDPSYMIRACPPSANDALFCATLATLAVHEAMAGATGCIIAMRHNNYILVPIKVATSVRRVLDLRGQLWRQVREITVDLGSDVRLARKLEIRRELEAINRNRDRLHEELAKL
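In TEA buffer at pH 8.0 with 5 mM MgCl2, enzyme (1.25 nM) converted F6P (0.5 mM) and ATP (0.1 mM) for 45 min at room temperature. ADP product was read by luciferase luminescence.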
CXXC DNA block – inhibitors of human MLL CXXC domain-DNA interaction | Q03164 | AID 2662 | MLL-CXXC / FITC-HOXA9 DNA fluorescence polarization | Potency, µM (series often up to 115 µM), for inactives: at the top dose activity change, negative = inhibition, hits mostly inhibitors | 0.037% of 290,000 active; active = well fitted inhibition curve with a large enough effect in the polarisation, with a control signal flat, not every such curve was filed as active; inconclusive = small, poorly fitted or top-dose-only effect, or effect the other way, or a change in a side signal; inactive = no such curve, though single readings can be large or run the other way; the % refers to the polarisation; also: potency is read from the fitted curve at half-maximal effect
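Fluorescence polarization: 7 uM MLL-CXXC (stock) preincubated 5 min with compounds, then 50 nM fluorescein-HOX-A9 DNA (stock) added; 30 min ambient. Buffer 50 mM Tris-HCl pH 7.5, 50 mM NaCl, 1 mM DTT, 0.05% BSA.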
KCNH2 WT inh – blocks the wildtype human KCNH2 potassium channel; U2OS, BacMam KCNH2, thallium flux FluxOr; stronger effect = lower value; activity change, % at 1.84 µM; 0.37% of 340,000 active;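 active = maximum activity change below -70%; inconclusive = maximum activity change between -70% and -50%; inactive = maximum activity change above -50%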; also: % is scaled to controls: 0 for no effect and ±100 for the full control effect
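U2OS cells were transduced with wild-type KCNH2 virus (2.03 x 10^8 / mL) for 4 h at room temperature, then cultured overnight at 37 C. Thallium flux was read with FluxOr dye. Rate constants were normalized to DMSO controls.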
AT treatment – candidate therapy for ataxia-telangiectasia | […] A-T fibroblasts, KAP-1 phosphorylation AlphaLISA; neocarzinostatin DNA damage 30 min before lysis | Potency, µM (titrated, usually from 57.5 µM), inactives show top-dose activation, most hits filed as activators | 0.19% of 320,000 active; also: potency is read from the fitted curve at half-maximal effect; % of control where 0% means no effect; nearly all actives have a fitted effect of over 45% in size
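ATM-like activity read as KAP-1 phosphorylation via AlphaLISA donor/acceptor antibody pairs after lysis and 6 hr at 25C. Cells were ATM-null patient fibroblasts ([…], hTERT), dosed 60 min, then exposed to the DSB inducer NCS for 30 min.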
Giardia kill – Giardia lamblia killing; Giardia lamblia trophozoite viability; activity change, % at 7.66 µM, hits read low; 0.15% of 340,000 active; AID 540267; in the data active = activity change below about -80%; inconclusive = between about -30% and that limit;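 also: parasites exposed to compound for two days anaerobically before the ATP read; % is scaled to controls: 0 for no effect and ±100 for the full control effect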
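Each well holds 100 Giardia trophozoites and compound. After two days (48 hrs) at 37 deg C in anaerobic conditions, ATP is quantified by luminescence.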
GALK inhibitor – blocks human galactokinase activity; P51570; Purified GALK, Kinase-Glo residual ATP luminescence; Potency, µM (doses to about 57.5 µM), for inactives: top-dose activity change, negative = inhibition, most hits filed as inhibitors; 0.007% of 270,000 active; also: potency is read from the fitted curve at half-maximal effect; % is scaled to controls: 0 for no effect and ±100 for the full control effect
Target sequence (P51570 whole entry, looked up): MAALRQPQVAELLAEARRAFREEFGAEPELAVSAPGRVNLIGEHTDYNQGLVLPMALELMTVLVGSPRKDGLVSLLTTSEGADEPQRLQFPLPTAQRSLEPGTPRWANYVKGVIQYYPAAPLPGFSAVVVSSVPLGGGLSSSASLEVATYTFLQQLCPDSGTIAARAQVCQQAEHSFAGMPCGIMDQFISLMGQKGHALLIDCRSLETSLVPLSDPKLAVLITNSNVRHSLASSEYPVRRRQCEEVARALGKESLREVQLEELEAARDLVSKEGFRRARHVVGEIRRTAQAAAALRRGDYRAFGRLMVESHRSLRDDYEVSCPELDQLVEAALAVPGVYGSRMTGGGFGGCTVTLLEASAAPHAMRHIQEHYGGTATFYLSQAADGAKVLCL
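Human GALK (5 nM) with 35 uM ATP and 100 uM galactose in 20 mM HEPES pH 8.0, 5 mM MgCl2, 60 mM NaCl, 1 mM DTT, 0.01% BSA. After 1 h at room temperature, leftover ATP was read by Kinase-Glo Plus luminescence.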
Chronic BCR inh – blocks chronic active B-cell receptor signaling; ABC-DLBCL IkBa-CBG/CBR reporter, luminescence ratio, 4 h; Potency, µM (highest dose often 46.1 µM), without a hit: top-dose ratio change, negative = lower green/red ratio, most hits filed as inhibitors; 0.05% of 340,000 active; AID 493014; active = well fitted inhibition curve with a large enough effect in the signal ratio, with a control signal flat, not every such curve was filed as active; inconclusive = small, poorly fitted or top-dose-only effect, or effect the other way, or a change in a side signal; the % refers to the signal ratio;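 also: potency is read from the fitted curve at half-maximal effect; plate controls were basal doxycycline-induced cells for no effect and cells given 10 µM MG132 for full effect; MG132 reads +100%, hits lower the ratio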
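Concentration-response series (up to 46 uM) were applied to TMD8 dual-reporter cells for 4 h at 37C with doxycycline. Green/red ratio, after filter-overlap correction, defined %Activity; red signal alone was normalised to basal cells and zero luminescence.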
FBPA coupling cs – counter-screen for Giardia aldolase inhibitors: coupling enzyme system. 0.67% of 290,000 active. AID 2472. activity change, negative = inhibition, % at 58.2 µM, hits read low. coupling enzyme system counterscreen, AmpLite Red fluorescence; in the data active = activity change below about -30%; also: % is scaled to controls: 0 for no effect and ±100 for the full control effect
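Fluorescence at 525 nm excitation and 598 nm emission measured inhibition of the coupled detection system without aldolase. Compounds (at 57.5 uM final) were preincubated 10 min at room temperature with coupling enzyme reagent before a 20 min substrate/AmpLite Red step.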
TSHR antag – blocks TSH signaling through the human TSH receptor. TSHR-expressing cells, TSH-stimulated cAMP HTRF, 2 h; stronger effect = lower value. 0.2% of 330,000 active. activity change, negative = inhibition, % at 11.5 µM;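 active = activity change below a set negative limit, meaning inhibition stronger than a set level, cut at about -70% in these data; inconclusive = activity change between two set negative limits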; also: % is scaled to controls: 0 for no effect and ±100 for the full control effect
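Antagonism was scored as loss of TSH-driven cAMP in TSHR cells, stimulated with 4nM TSH (EC80) for 2 hours at 37 deg C and detected by homogeneous HTRF competition immunoassay.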
TCR activator – T cell receptor activation | primary human leukocytes, anti-CD3, IL-2 HTRF, 48 h | Potency, µM (highest dose often 9.22 µM), inactives show top-dose activation of IL-2 secretion, hits mostly activators | 330,000 tested, under 10 active; also: % of control where 0% means no effect
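Compounds are tested in HTS on primary human leukocytes co-incubated with a-CD3 beads for 48 hr. IL-2 output is measured by time-resolved FRET.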
* hit, by the source's call; ? = inconclusive; . = no result given; [ ] = another dose, or the depositor's remark. Unless noted, calls follow the shape of the dose curve; as a rule, active = well fitted curve in the direction sought with a large enough effect; inconclusive = small, poorly fitted or top-dose-only effect, or another doubt; inactive = no such curve, though single readings can be large; an effect the other way counts as inactive or inconclusive.

SMILES	Tb PFK block	CXXC DNA block	KCNH2 WT inh	AT treatment	Giardia kill	GALK inhibitor	Chronic BCR inh	FBPA coupling cs	TSHR antag	TCR activator
O=C(O)/C=C/C(=O)Nc1c(F)cccc1F	8%	-1%	-1	-1%	-7	.	-1%	-4	-2	3%
CC1(CCc2ccccc2)NC(=S)N(c2ccccc2)N1 (stereo not given)	-12%	15%	-1	-4%	-7	1%	5%	-7	15	4%[46.1 µM]
Cc1ccc(Cn2ccsc2=NC(=O)COC(=O)C(C)C)cc1	2%	-1%	1	9%	-4	-2%	6%	.	-5	-6%
O=C(NNC(=O)c1sc2ccccc2c1Cl)Nc1ccc(Cl)cc1	6%	66%[activator]	-6	4%	-18	-5%	?	2	17	3%
Cc1ccc(C)c(NCc2ccccc2CO)c1	0%	2%	0	5%	-4	15%	-18%	1	-3	-2%
O=C(c1cc(N2C(=O)C3C4CCC(C4)C3C2=O)ccc1Cl)N1CCN(c2ccc(F)cc2)CC1 (stereo not given)	-2%	-11%	3	2%	1	0%	?	-3	14	0%[46.1 µM]
CCCCSc1nc2c(cnn2-c2ccc(C)c(C)c2)c(=O)[nH]1	3%	0%	5	6%	-12	0%	-11%	0	19	0%
Cc1c(Br)cc(C(=O)NC2CCCCC2)c(C)c1C	-2%	3%	3	-3%	-4	.	-1%	0	17	7%
CCOc1ccc(NC(=O)[C@@H]2CCCN2C(=O)c2cccs2)cc1S(=O)(=O)N1CCCCC1	0%	.	-9	-3%	-22	.	0%	.	19	4%
Cc1cccc(NC(=O)N2CCC(c3nc4ccccc4o3)CC2)c1	0%	10%	-39	-3%	-19	0%	-2%	4	3	.
O=C(NCCCN1CCN(c2ccccc2F)CC1)C1CCCN(S(=O)(=O)c2cnc[nH]2)C1 (stereo not given)	5%	5%	6	-15%	-5	2%	0%	0	12	0%
Cc1cc(C(=O)COC(=O)c2ccc(NC(=O)CC#N)cc2)c(C)n1-c1ccc(OC(F)F)cc1	-2%	.	2	2%	5	.	-14%	.	-19	-4%
CCOCCCNC(=O)C(NC(=O)c1ccc(=O)[nH]c1)c1ccccc1 (stereo not given)	2%	-2%	6	.	-16	-1%	-20%	-7	-1	-3%
Nc1nc(SCC(=O)Nc2cc(Cl)ccc2Cl)n[nH]1	-1%	.	42	1%	-3	.	-3%	.	-24	-4%
Cc1ccc(-c2nnc3ccc(SCC(=O)N4CCc5ccccc54)nn23)cc1	3%	73%[activator]	-4	.	-1	0%	-3%	-1	-3	-1%
CCCCn1c(CN2C(=O)c3ccccc3C2=O)nc2ccccc2c1=O	1%	-8%	7	19%	-6	3%	-2%	4	-7	-6%
CC1CCC(=O)N(CCSc2ccccc2)CC1 (stereo not given)	0%	4%	-5	-8%	-15	.	8%	-1	3	1%
CC(=C/C(=O)O)/C=C/c1ccc([N+](=O)[O-])cc1	5%	?	-4	5%	-6	0%	9%	6	19	-2%[46.1 µM]
OCC(O)CN1CCCC1 (stereo not given)	5%	0%	5	?	5	0%	2%	1	9	8%
Cc1cc(C)nc(Nc2ncc(O)n2-c2ccccc2)n1	-1%	3%	-8	8%	0	0%	-7%	-3	0	-8%
N/C(=N\OC(=O)CCC1CCCC1)c1cccc([N+](=O)[O-])c1	5%	5%	14	11%	5	0%	?	-2	-15	4%[46.1 µM]
CC12CN(C(=O)c3ccco3)CC(c3ccccc3)(CN(C(=O)c3ccco3)C1)C2=O	-2%	7%	4	1%	13	0%	1%	3	-5	9%[46.1 µM]
O=C(COC(=O)CCC(=O)c1cccs1)Nc1ccccc1[N+](=O)[O-]	9%	-2%	3	16%	-2	5%	0%	-1	4	4%
CCN(CC)S(=O)(=O)c1cccc(C(=O)NCc2ccccc2)c1	1%	2%	-2	5%	-15	-2%	3%	-1	-7	9%
FC(F)Oc1ccc(C2N=C(c3ccccc3)NO2)cc1 (stereo not given)	-1%	1%	2	0%	17	14%	?	0	0	4%
CCOC(=O)N1CCN(C(=O)CNC(=O)c2ccc(Br)o2)CC1	-1%	0%	-2	-3%	42[activator]	5%	8%	3	-3	0%
COc1ccc(-c2cc(C(=O)N/N=C(\C)c3cccnc3)c3ccccc3n2)cc1	1%	-7%	1	-2%	-3	1%	?	0	-13	2%
CCC(=O)Nc1cccc(C(=O)/C=C/c2ccccc2)c1	-1%	25%	-3	16%	-22	-4%	?	-1	-3	-3%
C=CCn1c(N2CCOCC2)nc2c1c(=O)[nH]c(=O)n2C	-1%	7%	-14	2%	17	6%	-4%	0	0	1%
Cc1c(-n2c(O)c(C3=c4ccccc4=NC3=O)sc2=O)c(=O)n(-c2ccccc2)n1C	0%	0%	-4	4%	-19	0%	1%	0	-7	2%
Cc1ccccc1N(C(=O)Cc1c[nH]c2ccccc12)C(C(=O)NC1CCCCC1)c1ccco1 (stereo not given)	11%	0%	-6	2%	15	0%	-1%	0	0	4%[46.1 µM]
Cn1cc(Cl)c(-c2nc3ccccc3[nH]2)n1	1%	1%	-2	.	4	1%	?	0	6	8%
Cc1cc2cc(C(=O)N3CCc4c([nH]c5ccccc45)C3c3ccccn3)ccc2o1 (stereo not given)	4%	-22%	-2	-14%	3	0%	?	-11	7	-6%
O=C(NCN1CCCCC1)c1cccnc1	7%	-2%	-6	2%	6	0%	-2%	4	-3	-4%
CCOC(=O)c1cncc(NC(=O)c2ccccc2)c1	-2%	-11%	0	-3%	-20	-2%	19%	2	-3	8%
O=C(/C=C/c1ccc(Cl)cc1)NCc1cccs1	-6%	7%	13	21%	-12	2%	?	-6	10	3%[46.1 µM]
O=c1oc2cc(O)ccc2c2ccccc12	0%	6%	1	-3%	0	-3%	4%	-4	6	5%
C=Cc1ccc(C(=O)N2CCCC(Nc3ccc4c(c3)OCCO4)C2)cc1 (stereo not given)	1%	-3%	-2	-5%	9	-1%	0%	-11	6	7%
CCOc1ncccc1C(=O)NNC(=O)c1ccccc1-n1cccc1	0%	-1%	0	-2%	18	5%	-2%	.	-1	1%
COc1ccc2c(C(=O)c3ccc(C)cc3)n(CCC(N)=O)[n+]([O-])c2c1	3%	1%	6	0%	-14	.	-20%	1	-4	5%
COC(=O)CC1COc2ccccc2N1C(=O)c1cccc(Cl)c1 (stereo not given)	0%	-6%	2	-6%	-17	2%	-5%	2	33	-4%
c1cncc(-c2nc(Oc3ccc(-c4nnco4)cc3)c3c4c(sc3n2)CCCC4)c1	0%	7%	.	12%	.	9%	-1%	1	2	.
OC(CNC1CCCCC1)CN1CCN(CC(O)CNC2CCCCC2)CC1 (stereo not given)	2%	3%	.	-3%	.	0%	2%	4	5	.

This is a random part of the collection. Share with any hit: about 1.6%.
